Assay outcomes from PubChem.
PTHR1 ag – qHTS for PTHR1 Agonists: Primary Screen; Parathyroid hormone/parathyroid hormone-related peptide receptor (Homo sapiens), Q03431; HEK293 GP2 PTHR1 cells, GloSensor cAMP luminescence, 1 h; Potency, µM (top dose mostly 115 µM), for inactives: at the top dose activation, most hits filed as activators; 410,000 compounds, 0.075% hits; also: potency is read from the fitted curve at half-maximal effect; nearly all actives have a fitted effect of over 55% in size; some results filed as inactive show a strong effect at the top dose; inactives centre near -15; many of its hits are not listed in these tables
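HEK-293-derived GP2 cells expressing PTHR1 and a GloSensor cAMP reporter, 3,000/well, plated overnight, given luciferin plus IBMX (each 0.5 mM as added) for 1 h at 37 °C, then compound for 1 h at 37 °C. Luminescence was read after 15 min at room temperature.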
TDP-43 yeast inh – qHTS of TDP-43 Inhibitors; Potency, µM (top dose mostly 46.1 µM), for inactives: top-dose growth rescue (activation), usual class: activators; AID 652104, 2013; TDP-43 expressing yeast growth rescue, BacTiter-Glo, 24 h; 410,000 compounds, 1.8% hits; also: potency is read from the fitted curve at half-maximal effect; % of control where 0% means no effect; nearly all actives have a fitted effect of over 50% in size
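Yeast cells expressing TDP-43 under galactose induction are exposed to compounds for 24 hr at 30 deg C. BacTiter-Glo luminescence measures growth, so protective compounds score as activators.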
GLP1R cytotox – qHTS of GLP-1 Receptor Inverse Agonists: Cytotox Screen; HEK293 cAMP-luciferase reporter cells, luminescence, 24 h; Potency, µM (highest dose often 38.3 µM), inactives show at the highest dose activity change, negative = inhibition, most hits filed as inhibitors; 410,000 compounds, 0.13% hits; AID 624418, 2012;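 also: loss of luciferase light is scored as toxicity; potency is read from the fitted curve at half-maximal effect; % is scaled to controls: 0 for no effect and ±100 for the full control effect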
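Quantitative HTS format, 1536 wells, 200 cells/uL seeded. Compounds: 23 nL, 24 h, 37 °C. Detection: luciferase reagent, luminescence at 12 min RT; decreased signal taken as cytotoxic.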
aSyn rescue – qHTS of alpha-syn Inhibitors | Yeast expressing alpha-synuclein, growth rescue, BacTiter-Glo, 24 h | Potency, µM (top dose mostly 46.1 µM), without a hit: at the top dose growth rescue (activation), actives largely listed as activators | 370,000 compounds, 0.14% hits | AID 652106, 2013; also: potency is read from the fitted curve at half-maximal effect; % of control where 0% means no effect; nearly all actives have a fitted effect of over 65% in size
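Galactose-induced alpha-syn yeast (OD600=0.02, raffinose-pregrown) + pinned cpd, 24 hr, 30 deg C; growth by BacTiter-Glo luminescence. Growth restoration scores as activation.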
GLP-1R agonist – qHTS of GLP-1 Receptor Agonists; 380,000 compounds, 0.007% hits; Glucagon-like peptide 1 receptor (Homo sapiens), P43220; HEK293 GLP-1R CRE-luciferase, luminescence, 4-6 h; cells express a hypersensitive GLP-1R form; AID 624172, 2012; Potency, µM (doses to about 45.6 µM), for the others: at the highest dose activation, most hits filed as activators; also: potency is read from the fitted curve at half-maximal effect; % of control where 0% means no effect
Target sequence (P43220 whole entry, looked up): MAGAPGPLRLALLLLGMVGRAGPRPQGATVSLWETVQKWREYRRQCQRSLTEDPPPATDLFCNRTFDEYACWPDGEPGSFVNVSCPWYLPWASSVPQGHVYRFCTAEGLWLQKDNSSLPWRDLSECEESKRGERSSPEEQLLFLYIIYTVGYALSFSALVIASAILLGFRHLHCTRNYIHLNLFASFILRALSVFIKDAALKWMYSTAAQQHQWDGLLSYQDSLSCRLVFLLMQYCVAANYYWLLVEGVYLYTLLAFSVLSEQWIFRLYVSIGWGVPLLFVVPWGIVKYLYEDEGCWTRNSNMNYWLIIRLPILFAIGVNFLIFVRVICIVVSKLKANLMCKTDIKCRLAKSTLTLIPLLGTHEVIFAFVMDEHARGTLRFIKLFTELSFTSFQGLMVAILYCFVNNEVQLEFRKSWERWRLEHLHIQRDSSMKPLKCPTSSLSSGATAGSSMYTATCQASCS
KB-V1 MDR tox – qHTS assay for MDR1-selective chemotherapeutics: Primary screen using the drug-selected MDR subline cells KB-V1. KB-V1 MDR cells viability, CellTiter-Glo, 72 h. Potency, µM (series often up to 46.1 µM), inactives show top-dose activity change, negative = cytotoxicity, usual class: cytotoxic. 400,000 compounds, 3.4% hits. AID 1347076, 2019; also: potency is read from the fitted curve at half-maximal effect; % is scaled to controls: 0 for no effect and ±100 for the full control effect; nearly all actives have a fitted effect of over 60% in size
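Luminescent ATP read-out (CellTiter-Glo, 10 min) measures survival of drug-selected KB-V1 MDR cells after 72 h, 37 degrees C compound exposure. Medium: phenol-red-free DMEM, 10% FBS. Values from fitted concentration-response curves.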
GLP-1R inv ag – qHTS of GLP-1 Receptor Inverse Agonists (Inhibition Mode); Glucagon-like peptide 1 receptor (Homo sapiens), P43220; HEK293 GLP-1R CRE-luciferase, luminescence, 24 h; GLP-1R form is constitutively active; Potency, µM (doses to about 38.3 µM), for the others: at the top dose activity change, negative = inhibition, usual class: inhibitors; 410,000 compounds, 1.6% hits; AID 624417, 2012; also: potency is read from the fitted curve at half-maximal effect; % is scaled to controls: 0 for no effect and ±100 for the full control effect; nearly all actives have a fitted effect of over 55% in size
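Luminescence readout: a drop in cAMP-driven luciferase signal flags inverse agonism at a constitutively active GLP-1R stably expressed in HEK293. Compound exposure lasted 24 hr at 37 deg C, 5% CO2.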
D3 ag – qHTS of D3 Dopamine Receptor Agonist: qHTS; D3R DiscoveRx beta-arrestin cells, luminescence, 90 min; max activation, %; 410,000 compounds, 0.58% hits; AID 652048, 2013; in the data active = max activation above about 30%; also: 0% is about no effect; mostly tested at two doses, the higher about 12 µM
Target sequence (P35462 whole entry, looked up): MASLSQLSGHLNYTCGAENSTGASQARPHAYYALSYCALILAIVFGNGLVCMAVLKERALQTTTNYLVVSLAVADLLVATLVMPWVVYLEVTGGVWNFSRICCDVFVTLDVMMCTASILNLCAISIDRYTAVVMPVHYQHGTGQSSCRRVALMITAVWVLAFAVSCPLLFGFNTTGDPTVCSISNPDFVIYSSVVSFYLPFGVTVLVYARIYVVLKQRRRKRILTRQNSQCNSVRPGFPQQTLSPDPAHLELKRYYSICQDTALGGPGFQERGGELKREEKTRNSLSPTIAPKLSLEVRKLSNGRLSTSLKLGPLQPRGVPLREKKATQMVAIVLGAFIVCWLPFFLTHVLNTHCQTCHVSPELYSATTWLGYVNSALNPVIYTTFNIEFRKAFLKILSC
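Agonist mode: compounds and dopamine controls were applied to plated cells for 90 min at 37 degrees C after an overnight attachment at 1500 cells/well. Luminescent read-out followed 30 - 60 minutes at room temperature with DiscoveRx detection reagent.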
DRD3 antagonist – qHTS of D3 Dopamine Receptor Antagonist: qHTS. D(3) dopamine receptor (Homo sapiens), P35462. D3R cells, DiscoveRx beta-arrestin luminescence, antagonist mode; stronger effect = lower value. max response, negative = inhibition, %. 360,000 compounds, 2.5% hits; in the data active = max response below about -50%; inconclusive = no clear call, values can overlap the other calls; also: % is scaled to controls: 0 for no effect and ±100 for the full control effect; mostly tested at two doses, the higher about 12 µM
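Cells expressing the human receptor were seeded at 1500 cells/well, incubated overnight at 37 degrees C in 5% CO2, then exposed to library compounds with dopamine controls for 90 minutes at 37 degrees C before luminescent detection.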
Active calls of the source: *; i = inactive; ? = inconclusive; / = not tested or not shown; & = joins results of further samples; [ ] = remark or other dose. Unless noted, calls follow the shape of the dose curve; as a rule, active = well fitted curve in the direction sought with a large enough effect; inconclusive = small, poorly fitted or top-dose-only effect, or another doubt; inactive = no such curve, though single readings can be large; an effect the other way counts as inactive or inconclusive. These rows are one share of the data; rates above refer to the full screens.

compound,DRD3 antagonist,D3 ag,GLP1R cytotox,aSyn rescue,GLP-1R agonist,TDP-43 yeast inh,PTHR1 ag,GLP-1R inv ag,KB-V1 MDR tox
CCOc1ccc(C(=O)Nc2ccc3nc(SCC(=O)N4CCc5ccccc54)sc3c2)cc1,/,2.2,5.6%,/,/,18.6%,-13.8%,10.6%,0.5%
NC(=O)C1CC(O)CN1c1nc(CN2CCOCC2)nc2scc(-c3ccccc3)c12 (stereo unspecified),-18.3,-6.7,-11.8%,-13.4%,-1.7%,-13.2%,i,-10.2%,12.1%
O=C(CCNC(=O)c1ccc(Br)cc1)NCc1cccnc1,4.0,5.2,-5.3%,-8.4%,-19.4%,11.5%,-24.0%,-3.8%,-0.3%
COc1nc(N)c(S(=O)(=O)c2ccccc2C)cc1C#N,17.4,0.5,3.9%,-15.8%,3.3%,-13.3%,-29.3%[57.5 µM],-0.6%,-2.4%
NC(=O)c1ccc(NC(=O)CC23CC4CC(CC(Br)(C4)C2)C3)cc1,-10.8,-2.4,-4.5%,-0.4%,-4.6%,-21.0%,?,22.9%,7.9%
O=[N+]([O-])c1cccc(/C=N\N=C2c3ccccc3-c3ccccc32)c1O,-73.9*,-12.6,5.5%,-7.9%,17.1%,-32.7%[inhibitor],-26.8%,-13.2%,18.4µM*
C=CCn1c(SCC(N)=O)nnc1-c1ccccc1O,-3.4,-8.9,7.9%,1.3%,0.3%,2.6%,-13.4%,20.5%,23.0%
CCOc1ccc(C(=O)Nc2ccc3nn(-c4ccc(OC)c(Cl)c4)nc3c2)cc1,/,1.4,0.4%,-0.2%,-2.2%,23.6%,-13.5%,3.9%,-11.9%
S=c1nc[nH]c2c1[nH]c1ccccc12,-0.7,4.7,?,7.1%,9.2%,-6.7%,i,-3.2%,0.0%
CC(=O)c1cccc(NC(=O)Cn2nc(-c3ccccc3Cl)ccc2=O)c1,11.1,-2.6,-19.4%,4.4%,5.6%,0.1%,-3.9%,?,?
COc1ccc(S(=O)(=O)c2c(O)c(C)cc(NC(=O)c3ccccc3)c2C(C)C)cc1,/,-2.3,-6.6%,/,-4.5%,9.2%,-21.4%,?,9.9%
COc1cc(Cl)c(C)cc1N1C(=O)CN(Cc2ccccc2)C1=S,20.8,4.5,-31.7%,-1.8%,2.1%,8.4%,-24.8%,?,2.9%
Cc1ccc(SCC(=O)OCC(=O)N(CC(C)C)C2CCS(=O)(=O)C2)cc1C (stereo unspecified),-8.3,-3.4,3.8%,0.1%,2.3%,0.5%,11.2%,-26.9%,3.1%
CC(C)C1Nc2c(C(=O)O)cccc2C(Nc2ccccc2C(=O)O)C1(C)C (stereo unspecified),-1.0,1.3,12.1%,-6.4%,-0.9%,21.0%,-9.4%,1.9%,3.5%
Cc1ccc(NC(=O)c2ncn(CCCNCCCN(C)C)n2)cc1C,2.7,-7.9,18.5%,-6.4%,-3.2%,7.3%,-12.2%,?,-4.3%
O=C(Nc1cnccn1)c1ccc(Cl)cc1,3.6,4.8,-4.7%,-1.7%,9.4%,-0.5%,-11.2%,?,11.3%
O=c1[nH]cnc2c1nc(SCc1ccccc1)n2C1OC(CO)C(O)C1O (stereo unspecified),12.8,2.4,-7.6%,-4.4%,-1.8%,-1.8%,-8.8%,0.5%,6.1%
CCN1CCN(CC(=O)Nc2nc3ccc(C)cc3s2)CC1,23.6,-0.4,-9.6%,-3.7%,4.8%,4.4%,i,-22.2%,-7.1%
CCOC(=O)c1cnc2c(C)cc(C)cc2c1NCCc1ccc(OC)c(OC)c1,/,3.9,8.1%,/,/,22.8%,-19.0%,5.5%,-1.2%
Cc1ccc(-c2nc(CS(=O)CC(=O)NCCCc3ccccc3)c(C)o2)cc1 (stereo unspecified),-12.7,2.5,2.4%,2.6%,8.3%,0.7%,-18.5%,?,10.8%
O=C(CSc1nnnn1-c1ccccc1)NC(=O)Cc1ccccc1,3.1,-5.4,-5.0%,-1.9%,-2.9%,9.3%,i,9.5%,?
COc1ccc(-c2cnc(SCC(=O)Nc3ccc4c(c3)OCO4)n2Cc2ccco2)cc1,0.0,-5.5,16.0%,15.7%,-0.8%,?,-6.6%,?,-26.6%
O=C(CC(C(=O)O)c1cccc(Cl)c1Cl)c1ccccc1 (stereo unspecified),0.0,-16.8,17.6%,-0.2%,1.5%,1.3%,-24.8%,-7.5%,9.6%
CCn1cnc2cc(NS(=O)(=O)c3ccc(OC)c(OC)c3)ccc21,-2.8,15.0,-25.5%,7.2%,-2.7%,-7.0%,i,-1.3%,8.8%
O=C(Nc1cccc(NC(=O)c2c(F)cccc2F)n1)c1c(F)cccc1F,-7.3,-13.8,19.7%,-21.0%,7.7%,0.0%,-5.5%,?,-13.7%
O=C(COC(=O)c1ccccc1SCC(=O)N1CCCC1)Nc1ccccc1C(F)(F)F,9.8,12.2,-1.2%,2.1%,12.2%,-14.2%,-19.7%,0.6%,-8.6%
O=C1c2ccccc2C2(c3ccccc3)NCCCN12 (stereo unspecified),3.1,2.2,4.4%,-1.0%,1.4%,-2.2%,-9.2%,19.0%,17.3%
COCCNC(=O)CCC(=O)NNc1nc2ccccc2c2nc(C)nn12,17.4,-6.4&-10.0,-0.6%&25.0%,5.9%,-1.2%&-1.4%,-22.4%&-12.0%,?,-3.1%&3.7%,?
CCc1ccc2c(c1)cc(CN(C(=S)Nc1ccc(Cl)cc1)C1CC1)c1nnnn12,?,-17.3,1.7%,-2.1%,-1.8%,-12.1%,i,-1.6%,-4.9%
CCCCOc1ccc(CSCCNC(=S)Nc2ccccc2)cc1,1.1,-5.5,3.16µM*,-3.9%,-4.2%,14.5%,-31.4%[inhibitor],1.78µM*,?
Cc1ccc(NC(=O)c2ccc3c(=O)n4c(nc3c2)CCC4)cc1F,-6.6,1.7,-3.8%,-3.8%[1.84 µM],5.2%,-0.5%,-32.9%[inhibitor],23.7%,-10.8%
Cc1ccc2cccc(S(=O)(=O)N3CCN(c4cccc(Cl)c4)CC3)c2n1,9.9,10.5,6.6%,6.5%,-3.3%,17.8%,-17.5%,0.0%,0.0%

Single records, from the list above. Values in the order: DRD3 antagonist, D3 ag, GLP1R cytotox, aSyn rescue, GLP-1R agonist, TDP-43 yeast inh, PTHR1 ag, GLP-1R inv ag, KB-V1 MDR tox
Entry for `CCN1CCN(CC(=O)Nc2nc3ccc(C)cc3s2)CC1` = 23.6, -0.4, -9.6%, -3.7%, 4.8%, 4.4%, i, -22.2%, -7.1%
Entry for `COc1ccc(-c2cnc(SCC(=O)Nc3ccc4c(c3)OCO4)n2Cc2ccco2)cc1` = 0.0, -5.5, 16.0%, 15.7%, -0.8%, ?, -6.6%, ?, -26.6%

(continued)
compound,DRD3 antagonist,D3 ag,GLP1R cytotox,aSyn rescue,GLP-1R agonist,TDP-43 yeast inh,PTHR1 ag,GLP-1R inv ag,KB-V1 MDR tox
CCOCC(=O)Nc1ccc(OCc2ccccc2)cc1,0.6,4.7,-0.7%,-2.4%,14.0%,-0.7%[9.22 µM],i,14.7%,14.0%
CCCCn1c(N)c(N(CC(C)C)C(=O)CSc2ccccc2C)c(=O)[nH]c1=O,-8.6,-5.4,17.8%,-0.3%,-2.6%,30.6%,-0.9%,8.1%,0.2%
CC(C)(C)OC(=O)NC(CO)c1cn([C@@H](Cc2cc3ccccc3[nH]2)C(=O)N2CCN(C(=O)OC(C)(C)C)CC2)nn1 (stereo partly specified),6.0,11.4,-22.3%,-8.0%,1.1%,9.2%,-23.0%,15.2%,-3.1%
COc1ccc([C@H](C)NC[C@H](O)c2ccc(O)c(NC=O)c2)cc1,-9.6,-8.6,-2.4%,-9.5%,?,21.9%,?,28.9%,4.4%
CC1CN(C(=O)c2ccc(NS(=O)(=O)c3ccc(F)cc3)cc2)CC(C)O1 (stereo unspecified),2.1,1.0,1.1%,3.6%,-1.9%,6.5%,-1.8%,7.7%,16.9%
CC(=O)Nc1ccc(C(=O)NCC2(N3CCCCC3)CCCCC2)cc1,-2.3,-6.1,-1.7%,-0.1%,-0.6%,11.7%,-8.4%,2.8%,/
CCOc1ccccc1NS(=O)(=O)c1ccc2c(c1)CC(C)N2C(=O)C1CCC1 (stereo unspecified),/,-3.4,13.4%,/,/,23.8%,i,?,?
O=C(CSc1nnnn1C1CC2CCC1C2)Nc1ccnc2ccccc12 (stereo unspecified),0.0,9.6,-23.1%,6.8%,-0.3%,6.9%,-22.6%,?,?
CCOC(=O)C1=C(C)N(C[C@@H]2CC[C@@H](Cc3ccc(-c4ccccc4)cc3)O2)C(=O)NC1C1CC1 (stereo partly specified),60.6,15.4,-5.3%,15.8%,7.3%,28.8%,-73.5%[inhibitor],?,-0.1%
NC(=O)COC(=O)c1ccc2noc(-c3ccccc3)c2c1,3.0,18.7,0.8%,1.0%,1.9%,-6.5%,i,89.4%[activator],3.9%
N#Cc1ccccc1NC(=O)COC(=O)c1ccc2c(c1)OCCO2,17.4,2.8,-7.9%,-3.8%,-0.5%,14.9%,i,7.7%,8.0%
